VEEV TC-83 Vero = inhibitors of VEEV TC-83 cytopathic effect, confirmation, Vero cells (AID 588727); Vero cells, VEEV TC-83 cytopathic effect inhibition; higher % means a stronger effect; one-dose inhibition, % at 20 µM; IC50 in µM for titrated hits; 350,000 tested, 0.13% active; in the data active = a potency from the dose series; inconclusive = inhibition mostly from about 14% at the one dose, without a potency; inactive = the rest, 99 in 100 with inhibition below about 12%; note: strong numbers were not always called active
M. tuberculosis HTS = M. tuberculosis growth inhibition, HTS (AID 449762) | one-dose inhibition, % at 25 µM; IC50 in µM for titrated hits | M. tuberculosis H37Rv growth inhibition, 7H9 media; higher % means a stronger effect | 330,000 tested, 0.59% active; in the data active = a potency from the dose series; inconclusive = inhibition above about 70% without an active follow-up result;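 note: bacterial growth assessed after seven days of incubation; strong numbers were not always called active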
PhoP GFP inhibition = Inhibition of PhoP regulon, Salmonella typhi GFP reporter cells, confirmation, 4 h (AID 1850) | 310,000 tested, 0.33% active | Salmonella Typhi PhoP-promoter GFP reporter, fluorescence, 4 h; higher % means a stronger effect | one-dose inhibition, % at 50 µM; IC50 in µM for titrated hits; in the data active = a potency from the dose series; inconclusive = inhibition mostly from about 25% at the one dose, without a potency; inactive = the rest, 99 in 100 with inhibition below about 19%;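 note: 0% = induced wells with vehicle and 100% = uninduced wells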
M. tuberculosis = growth inhibition of non-replicating M. tuberculosis (AID 488890) | Mycobacterium tuberculosis non-replicating, growth inhibition; higher % means a stronger effect | one-dose inhibition, % at 25 µM; IC50 in µM for titrated hits | 320,000 tested, 0.39% active; in the data active = a potency from the dose series; inconclusive = inhibition mostly from about 82% at the one dose, without a potency; inactive = the rest, 99 in 100 with inhibition below about 76%;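 note: plate controls were DMSO cells for no effect and high antibiotic wells for full effect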
H1N1 NS1A inhibition = NS1A inhibition, H1N1 influenza, cell based functional assay (AID 504329); NS1A functional cell-based assay, percent inhibition; higher % means a stronger effect; one-dose inhibition, % at 12.5 µM; IC50 in µM for titrated hits; 340,000 tested, 0.3% active; in the data active = a potency from the dose series; inconclusive = inhibition above about 27% without an active follow-up result; note: strong numbers were not always called active
Active calls of the source: *; i = inactive; ? = inconclusive; · = not tested or not shown; & = joins results of further samples.

SMILES | VEEV TC-83 Vero | M. tuberculosis HTS | PhoP GFP inhibition | M. tuberculosis | H1N1 NS1A inhibition
O=C(O)Cn1nnnc1SCC(=O)Nc1ccc(OC(F)(F)F)cc1 | 0.8% | -9% | -1% | -11% | -3%
CCN(CC)Cc1cc(NC2=NS(=O)(=O)c3ccccc32)ccc1OC(=O)c1ccccc1 | 0.5% | 5% | 9% | -6% | -2%
CN1CCCC(OC(=O)c2cc(Cl)cc(Cl)c2)C1 (stereo unspecified) | 0.8% | 6% | 3% | -4% | -6%
Cc1cc2nnc(SCC(=O)Nc3cccc(S(=O)(=O)N4CCOCC4)c3)n2c2ccccc12 | 4.0% | 2% | -7% | -5% | -3%
Cc1c(OCC(=O)NCCCN2CCCC2=O)ccc2c3c(c(=O)oc12)CCC3 | 2.4% | 1% | 14% | 2% | 5%
CC(=O)c1ccc(NC(=O)CCNC(=O)c2ccc(Cl)cc2)cc1 | 2.1% | 1% | -16% | 32% | 1%
O=C(COC(=O)/C=C/c1cccc(F)c1)Nc1cccc(S(=O)(=O)NC2=NCCCCC2)c1 | 3.1% | 2% | · | 15% | 0%
CC(=O)N1CCc2cc(Br)cc(S(=O)(=O)NCCCN3CCC(C)CC3)c21 | 1.1% | -3% | -4% | -13% | 19%
CCCCNC(=O)c1oc2ccc(S(=O)(=O)N3CCCC3)cc2c1C | 3.5% | -2% | 3% | 6% | -10%
CCCC(=O)Nc1c2c(nn1-c1ccc(OC)cc1)CS(=O)(=O)C2 | 1.3% | 3% | 4% | 6% | 1%
CC(=O)Nc1ccc(Sc2ccccc2C(=O)O)cc1 | i | 0% | -15% | -6% | -13%
O=S1(=O)Nc2c(ccc3cccnc23)-c2ccccc21 | ? | ? | 2.2µM* | ? | 3.6µM*
O=c1c2ccccc2nc(SCc2nc3ccccc3s2)n1CCCO | 6.7% | 9% | -4% | 31% | 3%
COCCN1CCn2c(nc3cc(Nc4nnc(C)c5ccccc45)ccc32)C1 | i | 8% | 8% | -9% | -17%
Cn1cc(Br)c(-c2cccc(N3C(=O)CC(C)(C)CC3=O)c2)n1 | 0.9% | 0% | 1% | -13% | -4%
Cc1ccc(NC(=S)NC(=O)c2cncc(Br)c2)cc1Cl | i | ? | 1% | -9% | ·
CN(C(=O)c1cccc(NC(=O)Cc2ccc(NC(=O)C3CCN(C(=O)C4CCC4)CC3)cc2)c1)C1CC1 | i | · | · | · | -11%
COc1ccc(-c2noc(CCc3ccccc3)n2)cc1 | 3.4% | 14% | -4% | 17% | -9%
C(=N\Nc1nc2ccccc2[nH]1)/c1cccs1 | i | ? | ? | · | -12%
O=C(OCc1nc2ccsc2c(=O)[nH]1)c1ccccc1 | 1.3% | -5% | 0% | -9% | -3%
O=C(O)c1ccc(NC(=S)N2CCCCC2)cc1 | i | -3% | 6% | -2% | -1%
O=C(OCC(O)C(O)C(O)C(SCc1ccccc1)SCc1ccccc1)c1ccccc1 (stereo unspecified) | 2.5% | · | · | · | -2%
S=C1NNC2(CC3CC2C2CCCC32)NN1 (stereo unspecified) | ? | 6% | -2% | 9% | 4%
CCOC(=O)C1CCCN(C/C=C/c2ccccc2[N+](=O)[O-])C1 (stereo unspecified) | i | -2% | 3% | -6% | 2%
Cc1nnc(-c2ccccc2)o1 | 0.9% | 6% | -3% | -1% | 3%
SMILES | VEEV TC-83 Vero | M. tuberculosis HTS | PhoP GFP inhibition | M. tuberculosis | H1N1 NS1A inhibition
Cc1cccc(C)c1OCC(O)CN (stereo unspecified) | i | -2% | 4% | -7% | 10%
CCOC(=O)c1c(C)n(CC(O)CN(CC)CC)c2cc(Br)c(OC)cc12 (stereo unspecified) | 1.4% | 0% | 1% | 31% | 8%
COc1ccc(-c2cc(C(=O)NCCCN3CCOCC3)c3ccccc3n2)cc1OC | 3.7% | 2% | 4% | 2% | -2%
COC(=O)Cc1c(C)c2ccc(OC(=O)c3ccccc3)cc2oc1=O | 0.4% | ? | -11% | 73% | 1%
CCOC(=O)C1CCCN(C(=O)c2ccc(CS(=O)(=O)c3ccc(C)cc3)o2)C1 (stereo unspecified) | 1.8% | -9% | -15% | 1% | 2%
O=C(CN1CCN(c2ccc(F)cc2)CC1)c1ccc2c(c1)OCO2 | 0.6% | -1% | 6% | 3% | 1%
CCOc1ccc(/C(O)=C2/C(=O)C(=O)N(c3ncccn3)C2c2ccc(C)cc2)cc1 (stereo unspecified) | 0.3% | -15% | 0% | 20% | -24%
OCCC1CN(Cc2cccc3nccnc23)CCN1C1CCCC1 (stereo unspecified) | 0.7% | -3% | -1% | -1% | -4%
CN(C)S(=O)(=O)c1cccc(NC(=O)CNC2CCCCC2)c1 | i | -4% | 2% | -3% | 13%
O=C(NCc1cccs1)[C@@H]1CCCN1S(=O)(=O)c1ccccc1F | i | · | · | · | 2%
CN=C1S/C(=C\c2c(OC)cc(OC)cc2OC)C(=O)N1C | 3.1% | 3% | 1% | -1% | -13%
Cc1cccc(NC(=O)Cn2cnc3sc(C)c(S(=O)(=O)N4CCC(C)CC4)c3c2=O)n1 | 0.5% | -3% | 0% | · | -10%
CN(C1CCCCC1)S(=O)(=O)c1ccc(SCC(=O)NC(C)(C)C)nc1 | i | -1% | · | -4% | -5%
CN1CCc2c([nH]c3ccccc23)C1 | 0.8% | 0% | -5% | 2% | 3%
O=C(N/C(=C\c1ccccc1)C(=O)N1CCOCC1)c1ccccc1Br | 3.2% | 15% | 4% | -16% | 3%
CC(C)CCn1nnnc1CN1CCN(C(c2ccccc2)c2ccccc2)CC1 | 5.3% | 16% | 3% | 33% | -4%
Cc1ccc(C(=O)OCC(=O)NC(=O)c2ccc(C(C)(C)C)cc2)c(O)c1 | 2.2% | -2% | -6% | 10% | -10%
CCOC(=O)Nc1ccc2c(c1)nc(CN1CCCCC1)n2C | i | 0% | -12% | -9% | 7%
CC1CCc2c(nc3ncnn3c2NCCN(C)C)C1 (stereo unspecified) | i | 6% | 8% | 7% | 5%
O=C1C2C(C(=O)N1Cc1cccnc1)C1C=CC2C12CC2 (stereo unspecified) | i | -4% | 6% | -17% | 3%
COc1ccc(Br)cc1CN1CCN(C(=O)Cc2ccccc2)CC1 | i | 3% | 8% | 7% | -13%
Cc1oc(-c2ccc(Cl)cc2)nc1CS(=O)CC(=O)NC1CCCC1 (stereo unspecified) | 3.3% | -1% | -4% | 7% | 10%
OC1(c2ccccc2)c2ccccc2-c2ncccc21 (stereo unspecified) | i | 2% | -1% | 4% | -14%
Cc1cccc(NC(=O)CN2C(=O)NC(Cc3ccccc3)C2=O)c1 (stereo unspecified) | 0.7% | -4% | -1% | -5% | -33%
COc1ccc(NC(=O)CN(C)C(=O)CCCc2nc3ccccc3c(=O)[nH]2)cc1 | 0.7% | 3% | 0% | 7% | -8%

Profiles as entered above. Order of screens: VEEV TC-83 Vero, M. tuberculosis HTS, PhoP GFP inhibition, M. tuberculosis, H1N1 NS1A inhibition
CCCC(=O)Nc1c2c(nn1-c1ccc(OC)cc1)CS(=O)(=O)C2 is entered as 1.3%, 3%, 4%, 6%, 1%
COc1ccc(Br)cc1CN1CCN(C(=O)Cc2ccccc2)CC1 is entered as i, 3%, 8%, 7%, -13%

The list continues:
SMILES | VEEV TC-83 Vero | M. tuberculosis HTS | PhoP GFP inhibition | M. tuberculosis | H1N1 NS1A inhibition
O=c1cc(-c2ccccc2[N+](=O)[O-])oc2ccccc12 | 6.3% | 5% | 5% | -13% | 3%
CCSc1nc2sc3c(c2c(=O)n1-c1ccccc1)CCN(C)C3 | 0.8% | 18% | -4% | 26% | 9%
O=S(=O)(Nc1cccc(-c2ccc(N3CCCCCC3)nn2)c1)c1ccc(F)cc1 | 2.3% | 4% | -11% | 16% | -2%
O=C1c2ccsc2SCCN1Cc1ccccc1Cl | 0.0% | 4% | -2% | 15% | -4%
CCN(CC)CC(=O)Nc1c(Br)ccc2c1OCO2 | 4.9% | -3% | 8% | -8% | 8%
CC1=NN(c2ccc(C)c(C)c2)C(=O)/C1=C\C=C\c1ccc([N+](=O)[O-])o1 | 6.6% | 3.1µM* | 11% | ? | 8%
CCn1cc(C(=O)O)c(=O)c2cnc(N3CCN(C(=S)Nc4ccccc4)CC3)nc21 | i | -5% | 7% | 63% | -2%
O=C(CCNC(=O)c1ccc(Br)cc1)NCC(c1ccco1)N1CCCCC1 (stereo unspecified) | 1.6% | -3% | · | -3% | -5%
Nc1cccc2c1C(=O)N(Cc1cccc(Cl)c1)C2=O | 2.5% | 0% | -6% | 0% | -22%
CCOc1ccccc1C=NNc1ccc([N+](=O)[O-])cn1 | ? | · | · | · | -11%
CCOC(=O)c1sc(NC(=O)c2ccco2)c(C#N)c1C | 0.7% | -6% | 14% | 28% | -8%
COc1ccc(C(=O)NNC(=O)OC(C)(C)C)cc1 | 2.1% | -2% | 9% | 14% | 3%
Cc1cc(C(=O)OCC(=O)Nc2cccc(S(=O)(=O)N(C)C)c2)c2ccccc2n1 | 2.1% | 2% | 4% | -1% | 5%
CCOc1ccccc1OCC(=O)Nc1c(C)n(C)n(-c2ccccc2)c1=O | 0.6% | -11% | · | -6% | -5%
Cc1ccc(S(=O)(=O)N2CCC3(CC2)OCCO3)s1 | 2.5% | 6% | -5% | -10% | -8%
O=c1oc2cccnc2n1CCS(=O)(=O)c1ccc(F)cc1 | 1.8% | 3% | 4% | 2% | 10%
CC(=O)c1c(-c2ccccc2)c2ccccc2[nH]c1=O | 0.9% | -5% | 5% | -9% | -2%
CCOC(=O)/C=C/C(=O)N1CCc2ccccc21 | 4.9% | -5% | -7% | ? | -5%
O=C1NC(=O)N(Cc2ccco2)C(=O)/C1=C/C=C/c1ccco1 | 2.6% | 8% | 12% | 15% | -3%
Cc1cccc(N(C(=O)Nc2ccc(Cl)cc2)C2=NCC(C)S2)n1 (stereo unspecified) | 1.8% | -5% | 5% | -1% | 1%
C=CCCC1(C2=CCCCC2)C(=O)NC(=O)NC1=O | 2.2% | · | · | · | 3%
O=C(NCc1ccc[n+](CCCCS(=O)(=O)[O-])c1)c1ccc(OC(F)F)cc1 | · | -3% | -15% | -9% | ·
COc1ccc(N(C)S(=O)(=O)c2ccc3c(c2)NC(=O)CO3)c(OC)c1 | ? | 6% | -13% | 10% | 0%
CCCCCCNCC(=O)N1CCC(Cc2ccccc2)CC1 | 0.6% | 14% | 9% | 46% | 4%
CCc1ccc(NC(=S)N(Cc2ccc(Cl)cc2)Cc2ccc(C(=O)O)cc2)cc1 | 2.1% | 6% | -19% | -2% | -20%
SMILES | VEEV TC-83 Vero | M. tuberculosis HTS | PhoP GFP inhibition | M. tuberculosis | H1N1 NS1A inhibition
COc1ccccc1NC(=S)NNC(=O)c1cc(C)nn1C | 1.3% | -6% | -12% | · | 7%
COc1ccc(-c2cc(C(F)(F)F)nc(SCC(=O)NCc3cccs3)n2)cc1 | i | -3% | 0% | -5% | 0%
COc1ccc(Cn2nnnc2C(c2cccs2)N2CCN(c3ccccc3)CC2)cc1 (stereo unspecified) | 3.5% | -6% | -2%&0% | 21% | -5%
O=C(CC(=O)N/N=C\c1ccccc1[N+](=O)[O-])NCCc1ccccc1 | 0.8% | 1% | 1% | 2% | -27%
COC(=O)C(N)Cc1ccc(O)c(O)c1 (stereo unspecified) | i | 0% | 6% | -11% | -17%
COc1ccc2c(c1)-c1ccccc1S(=O)(=O)N2C | 1.0% | 13% | -5% | 4% | 20%
O=C(Cn1c(-c2cscn2)nc2ccccc21)Nc1cc(F)ccc1F | 2.4% | -1% | -2% | 22% | 16%
Cc1cccn2c(NC(=O)c3cccs3)c(-c3ccccc3)nc12 | 1.0% | 0% | -2% | -1% | 4%
COc1ccc([N+](=O)[O-])cc1NC(=O)CSc1nccc(C)n1 | i | 7% | -5% | 17% | -5%
Oc1ccc2c(c1)c1ccccc1c1ncccc21 | 11% | · | · | · | 3%
O=C(CSc1nncc2ccccc12)Nc1ccccc1 | i | -1% | 7% | 16% | 2%
COc1ccccc1NC(=O)Nc1ccnn1C1CCN(C(=O)c2cscn2)CC1 | 1.5% | 8% | -6% | 3% | 6%
CCOc1ccc(NC(=O)CNC(=O)c2ccco2)cc1 | 0.6% | -4% | 7% | -14% | 0%

Structures from the list above that have an NH in an aromatic ring:
SMILES | VEEV TC-83 Vero | M. tuberculosis HTS | PhoP GFP inhibition | M. tuberculosis | H1N1 NS1A inhibition
C(=N\Nc1nc2ccccc2[nH]1)/c1cccs1 | i | ? | ? | · | -12%
O=C(OCc1nc2ccsc2c(=O)[nH]1)c1ccccc1 | 1.3% | -5% | 0% | -9% | -3%
CN1CCc2c([nH]c3ccccc23)C1 | 0.8% | 0% | -5% | 2% | 3%
COc1ccc(NC(=O)CN(C)C(=O)CCCc2nc3ccccc3c(=O)[nH]2)cc1 | 0.7% | 3% | 0% | 7% | -8%
CC(=O)c1c(-c2ccccc2)c2ccccc2[nH]c1=O | 0.9% | -5% | 5% | -9% | -2%
